From PubChem BioAssay
VLA-4 agonist: enhancers of LDV-FITC binding to VLA-4 integrin, primary screen, Jurkat cells, flow cytometry. activation, % at 10 µM (by protocol). 24,000 tested, under 10 active;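 active means fluorescent ligand binding to cells raised by more than 40% of the manganese-induced maximum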;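 further: 0% = ligand binding without compound and 100% = manganese-stimulated maximal binding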
Autofluor Jurkat: compound autofluorescence on Jurkat cells, primary screen, artefact control for VLA-4 allosteric ligand project, cell-based, flow cytometry. 0.61% of 24,000 active. fluorescence ratio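 (tested at 10 µM compound in the well)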. active compounds read high; 1 = vehicle-only cell background;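 active means fluorescence ratio above 2.44, which is 1 plus 3 SD of all ratios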;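 further: green fluorescence of cells measured with 488 nm excitation and 530 nm emission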
Prostate diff: activators of LNCaP prostate cell differentiation, primary screen, flow cytometry side scatter; 4 d; side scatter shift, % at 10 µM; 0.56% of 24,000 active;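 active means side scatter shift above 30%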;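 further: androgen-responsive LNCaP prostate cancer cells in charcoal-stripped serum medium; percent of cells past a gate set so DMSO wells show 10% shift; higher shift means more granular cells and more differentiation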
VLA-4 antagonist: inhibitors of LDV-FITC binding to Mn2+-activated VLA-4, primary screen, Jurkat cells; 0.2% of 24,000 active; inhibition, % at 10 µM (by protocol); AID 529, 2006; Integrin alpha-4 (Homo sapiens), P13612; LDV-FITC binding with Mn2+, flow cytometry; 100% = Mn2+-driven binding gain fully reversed;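 active means inhibition above 50%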;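 further: 0% = Mn2+ stimulated cells lacking compound and 100% = ligand binding without Mn2+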
* hit, by the source's call; & = joins results of further samples.

Key to letters: A = VLA-4 agonist; B = Autofluor Jurkat; C = Prostate diff; D = VLA-4 antagonist
1. COc1ccc(/C=C/C(=O)Nc2ccccc2C(=O)O)cc1OC
  A: -2 | B: 1 | C: 9 | D: -14

2. Cc1cc(-c2ccccc2)nnc1NCCN1CCOCC1
  A: 2 | B: 0.98 | C: 9 | D: -15

3. CN(C)CCOC(C)(c1ccccc1)c1ccccn1 (stereo not given)
  A: 5 | B: 1.1 | C: 1 | D: 10

4. CCN(CC)CCNC(=O)c1cc(Cl)c(N)cc1OC
  A: -3 | B: 1.1 | C: 5 | D: -16

5. OCCN1CCN(CCCN2c3ccccc3Sc3ccc(Cl)cc32)CC1
  A: -9 | B: 0.98 | C: 23 | D: 10

6. O=C(CCNNC(=O)c1ccncc1)NCc1ccccc1
  A: 4 | B: 0.97 | C: 3 | D: -20

7. CCC(C)n1ncn(-c2ccc(N3CCN(c4ccc(OCC5COC(Cn6cncn6)(c6ccc(Cl)cc6Cl)O5)cc4)CC3)cc2)c1=O (stereo not given)
  A: -12 | B: 1 | C: 9 | D: -2

8. CC[N+](C)(CC)CCOC(=O)C(O)(c1ccccc1)C1CCCCC1 (stereo not given)
  A: 2 | B: 1 | C: 5 | D: 0

9. Oc1ccc(/C=C/c2cc(O)cc(O)c2)cc1
  A: -10 | B: 1.1 | C: 3 | D: -9

10. C[C@]12CCC(=O)C=C1CC[C@@H]1[C@@H]2CC[C@@]2(C)[C@H]1CC[C@]2(O)C(=O)CO
  A: -6 | B: 1 | C: 6 | D: -10

11. O=C(c1ccc(F)cc1)C1CCN(CCn2c(=O)[nH]c3ccccc3c2=O)CC1
  A: 8 | B: 0.99 | C: 2 | D: -23

12. CC(COc1ccccc1)NC(C)C(O)c1ccc(O)cc1 (stereo not given)
  A: 4 | B: 1.1 | C: 5 | D: -14

13. c1ccc(CN(CC2=NCCN2)c2ccccc2)cc1
  A: 4&10 | B: 1&1.1 | C: 5&6 | D: -10&-20

14. O=S(=O)(c1cccc2cnccc12)N1CCCNCC1
  A: -4 | B: 0.94 | C: 3 | D: -6

15. Cc1nc2ccccn2c(=O)c1CCN1CCC(C(=O)c2ccc(F)cc2)CC1
  A: 4 | B: 1 | C: 2 | D: -8

16. C1CCC(C(CC2CCCCN2)C2CCCCC2)CC1 (stereo not given)
  A: 11 | B: 1.1 | C: 3 | D: -6

Exported tab-delimited: entries from further up.
item	canonical_smiles	VLA-4 agonist	Autofluor Jurkat	Prostate diff	VLA-4 antagonist
5	OCCN1CCN(CCCN2c3ccccc3Sc3ccc(Cl)cc32)CC1	-9	0.98	23	10
6	O=C(CCNNC(=O)c1ccncc1)NCc1ccccc1	4	0.97	3	-20
7	CCC(C)n1ncn(-c2ccc(N3CCN(c4ccc(OCC5COC(Cn6cncn6)(c6ccc(Cl)cc6Cl)O5)cc4)CC3)cc2)c1=O (stereo not given)	-12	1	9	-2

From compound 1 up to 3, copied from above:
Key to letters: A = VLA-4 agonist; B = Autofluor Jurkat; C = Prostate diff; D = VLA-4 antagonist
1. COc1ccc(/C=C/C(=O)Nc2ccccc2C(=O)O)cc1OC
  A: -2 | B: 1 | C: 9 | D: -14

2. Cc1cc(-c2ccccc2)nnc1NCCN1CCOCC1
  A: 2 | B: 0.98 | C: 9 | D: -15

3. CN(C)CCOC(C)(c1ccccc1)c1ccccn1 (stereo not given)
  A: 5 | B: 1.1 | C: 1 | D: 10

An excerpt, so the mix of outcomes need not match the whole.
